Bfl-1 Bim block: disrupts Bim binding to human Bfl-1; inhibition, % at 10 µM; 190,000 tested, 0.12% active; Q16548; Bead-based flow cytometry, Bim-Bfl-1 binding inhibition;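 also: 0% = wells without compound plus tracer and 100% = blocker peptide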
Mcl-1 Bim block: human Bim-Mcl-1 interaction inhibition; Q07820; Bead-based flow cytometry, Bim peptide-Mcl-1 binding; inhibition, % at 10 µM; 190,000 tested, 0.1% active;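 also: 0% = no compound tracer wells and 100% = peptide blocker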
Target sequence (Q07820 whole entry, looked up): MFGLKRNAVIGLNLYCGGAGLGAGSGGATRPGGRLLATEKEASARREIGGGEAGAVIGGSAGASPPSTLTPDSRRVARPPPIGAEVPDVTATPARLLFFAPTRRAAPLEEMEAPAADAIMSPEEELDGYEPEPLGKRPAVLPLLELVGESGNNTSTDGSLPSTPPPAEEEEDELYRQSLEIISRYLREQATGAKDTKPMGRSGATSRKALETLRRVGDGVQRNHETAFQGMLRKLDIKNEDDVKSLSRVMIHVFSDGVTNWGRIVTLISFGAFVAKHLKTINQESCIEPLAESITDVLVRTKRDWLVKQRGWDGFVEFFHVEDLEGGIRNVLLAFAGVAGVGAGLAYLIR
RGS7-Gao reg: regulators of human RGS7-Galphao interaction; 220,000 tested, 0.35% active; Multiplexed bead flow cytometry, RGS7-Galphao binding; actives lie on both sides; binding response (% of control), % at 10 µM; P09471; in the data active = binding response below about 49% or above about 150%; inconclusive = no clear call, values can overlap the other calls; inactive = in between;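 also: fluorescent Galphao held in activated GDP-AlF4 state binding bead-coupled RGS7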
Bim-Bcl-2: inhibitors of Bim-Bcl-2 interaction, human. P10415. AID 950. Bead-based flow cytometry, Bim peptide-Bcl-2 binding. inhibition, % at 10 µM. 190,000 tested, 0.06% active; in the data active = inhibition above about 40%; inconclusive = no clear call, values can overlap the other calls;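 also: 0% = no compound wells with probe peptide and 100% = reference peptide inhibitor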
Target sequence (P10415 whole entry, looked up): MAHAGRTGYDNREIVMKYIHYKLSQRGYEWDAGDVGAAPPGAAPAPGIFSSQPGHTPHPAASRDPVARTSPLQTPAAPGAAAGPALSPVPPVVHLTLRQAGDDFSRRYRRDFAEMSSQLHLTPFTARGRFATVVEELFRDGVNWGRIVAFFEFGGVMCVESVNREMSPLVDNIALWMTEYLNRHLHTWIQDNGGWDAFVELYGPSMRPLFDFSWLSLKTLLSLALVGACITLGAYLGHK
Bcl-XL Bim block: inhibitors of Bim-Bcl-XL interaction, human; Bim peptide-Bcl-XL binding, bead flow cytometry, fluorescence; 190,000 tested, 0.04% active; Q07817; inhibition, % at 10 µM
RGS8-Gao: regulators of human RGS8-Galphao interaction | 220,000 tested, 0.34% active | multiplexed bead flow cytometry, RGS8-Galphao binding; actives lie on both sides | response (percent of control binding), % at 10 µM; in the data active = response below about 60% or above about 140%; inactive = in between;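 also: Galphao activated as the GDP aluminium fluoride complex binding bead-coupled RGS8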
Bcl-W Bim block: inhibitors of Bim-Bcl-W interaction, human; Q92843; inhibition, % at 10 µM; 190,000 tested, 0.02% active; bead-based flow cytometry, Bim peptide-Bcl-W binding;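 also: 0% = bound tracer without compound and 100% = peptide blocker; higher means less fluorescent Bim peptide bound to Bcl-W beads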
Target sequence (Q92843 whole entry, looked up): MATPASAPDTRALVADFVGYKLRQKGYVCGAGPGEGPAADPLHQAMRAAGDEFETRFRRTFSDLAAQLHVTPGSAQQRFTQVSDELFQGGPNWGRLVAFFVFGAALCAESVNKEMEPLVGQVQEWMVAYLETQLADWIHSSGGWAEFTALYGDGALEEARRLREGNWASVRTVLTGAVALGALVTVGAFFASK
Bim-Bcl-B: disrupts Bim peptide binding to human Bcl-B. bead-based flow cytometry. inhibition, % at 10 µM. 190,000 tested, 0.073% active. AID 951;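 also: 0% = tracer peptide without compound and 100% = reference inhibitor peptide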
Target sequence (Q9HD36 whole entry, looked up): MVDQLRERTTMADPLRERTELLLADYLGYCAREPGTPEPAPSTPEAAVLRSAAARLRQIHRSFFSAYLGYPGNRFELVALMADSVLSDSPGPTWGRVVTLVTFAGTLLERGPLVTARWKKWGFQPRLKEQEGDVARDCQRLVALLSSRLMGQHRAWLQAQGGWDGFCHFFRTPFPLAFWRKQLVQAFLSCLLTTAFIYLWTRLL
RGS4-Gao reg: modulates binding of RGS4 to human Galphao; Multiplexed bead flow cytometry; actives lie on both sides; binding response (% of control), % at 10 µM; 220,000 tested, 0.33% active; AID 1415; in the data active = binding response below about 49% or above about 150%; inactive = in between;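 also: fluorescent Galphao activated with aluminum fluoride binding bead-coupled RGS4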
Mcl1 Bid PPI: Mcl-1/Bid interaction inhibition; Q07820; TR-FRET Mcl-1/Bid-Dy647 peptide binding, 1536-well; inhibition, % at 21.7 µM; 220,000 tested, 0.97% active; AID 1021;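 active = compounds that cut the binding signal by more than half at the single screening dose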;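 also: His-tagged Mcl-1 with europium anti-His antibody binding Bid BH3 peptide; 0% = Mcl-1 plus peptide wells and 100% = peptide-only wells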
Mcl1 Noxa PPI: disrupts binding of human Mcl-1 to Noxa peptide. inhibition, % at 21.7 µM. TR-FRET Mcl-1/Noxa peptide binding, 2 h. 220,000 tested, 1.5% active. Q07820;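 active = compounds that cut the protein-peptide binding signal by more than 50% relative to plate controls in a single-dose test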;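 also: His-tagged Mcl-1 with rhodamine Noxa BH3 peptide and terbium anti-His antibody; 0% = Mcl-1 plus Noxa peptide wells and 100% = peptide-only wells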
Starred values were filed as active, the others as inactive; ? = inconclusive; · = not tested or not shown. Rule as the data show it, unless noted: active = inhibition above about 40%.

No.	compound	Bfl-1 Bim block	Mcl-1 Bim block	RGS7-Gao reg	Bim-Bcl-2	Bcl-XL Bim block	RGS8-Gao	Bcl-W Bim block	Bim-Bcl-B	RGS4-Gao reg	Mcl1 Bid PPI	Mcl1 Noxa PPI
1	Cc1ccc(-c2nnn(CCC(=O)NC(C)(C)C)n2)cc1	-3	-4	89	-19	-6	103	-5	-7	87	-3	1
2	COc1ccc(CN2CCN(S(=O)(=O)c3ccc(F)cc3)CC2)cc1OC	-11	-1	·	-6	-6	·	3	-6	·	35	13
3	O=C(NCc1ccccn1)C(=O)NCc1ccccn1	-7	-1	102	-5	-4	104	-2	-5	107	1	5
4	Cc1ccc(NC(=S)NNC(=O)C2CC2c2ccc(C)cc2)cc1 (configuration not stated)	4	19	101	12	0	102	3	3	101	-45	-67
5	O=C(c1ccc(-c2ccccc2)cc1)N1CCN(Cc2ccccn2)CC1	-17	-1	97	-8	-4	101	1	-7	97	3	-5
6	O=c1oc2ccc([N+](=O)[O-])cc2c(N2CCOCC2)c1[N+](=O)[O-]	-5	0	110	-4	0	105	-1	1	106	11	-2
7	COc1ccc(C2=CC3=C(Br)C(=O)C(C)(OC(=O)c4ccco4)C(=O)C3=CO2)cc1 (configuration not stated)	·	·	?	·	·	92	·	·	92	-8	63*
8	Cc1cccc(N2CCN(C(=O)CCCOc3ccccc3)CC2)c1C	-20	-5	100	-11	-10	100	0	-9	102	-23	4
9	Cc1sc2ncnc(SCC(=O)NC(=O)NCc3ccco3)c2c1C	0	-4	96	5	-3	101	-3	-7	98	-14	48
10	COCCNC(=S)N/N=C1\CC(C)CC(C)(C)C1 (configuration not stated)	-8	-3	100	-4	-4	102	-4	-6	103	-7	-16

Records above shown as hits in Mcl1 Noxa PPI.
No.	compound	Bfl-1 Bim block	Mcl-1 Bim block	RGS7-Gao reg	Bim-Bcl-2	Bcl-XL Bim block	RGS8-Gao	Bcl-W Bim block	Bim-Bcl-B	RGS4-Gao reg	Mcl1 Bid PPI	Mcl1 Noxa PPI
7	COc1ccc(C2=CC3=C(Br)C(=O)C(C)(OC(=O)c4ccco4)C(=O)C3=CO2)cc1 (configuration not stated)	·	·	?	·	·	92	·	·	92	-8	63*

New compounds follow
No.	compound	Bfl-1 Bim block	Mcl-1 Bim block	RGS7-Gao reg	Bim-Bcl-2	Bcl-XL Bim block	RGS8-Gao	Bcl-W Bim block	Bim-Bcl-B	RGS4-Gao reg	Mcl1 Bid PPI	Mcl1 Noxa PPI
11	Cc1sc2ncnc(SCC(=O)NCC(C)C)c2c1C	-15	0	97	-6	-4	100	0	-6	99	-8	-5
12	O=C(CSCc1ccc(Cl)cc1)Nc1cc([N+](=O)[O-])ccc1O	-2	2	100	-2	0	99	1	-1	101	-13	10
13	COc1ccc(NCc2nnc(SCC(=O)NCc3ccco3)n2-c2ccccc2OC)cc1	0	0	97	2	-2	102	2	-1	94	-28	9
14	C[C@@](Cc1ccc(O)c(O)c1)(NN)C(=O)O	0	-1	100	0	2	103	0	-6	104	-13	-3
15	CCc1ccc(S(=O)(=O)NCCc2cn3ccc(C)cc3n2)s1	0	-1	106	-2	-2	132	-3	2	105	-46	16
16	CN(C)CCCOC(=O)c1ccc(Cl)cc1	-7	-1	98	-8	-8	97	2	-4	104	-25	14
17	CC(C)Cc1csc(NC(=O)c2ccc(Cl)cc2)c1C(=O)O	-1	-4	96	0	-3	99	-2	-1	97	22	34
18	Cc1cc2ccccc2n1CCNC(=O)COc1ccc2ccccc2c1	-10	0	102	-4	-1	102	2	-3	101	-28	15
19	COc1ccc(-n2c(C)cc(-c3csc(N)n3)c2C)cc1	1	4	-0.7*	15	1	13*	8	10	13*	-20	16
20	CCc1nc2ccccc2c(=O)n1NC(=O)c1c(O)c2ccccc2n(CC)c1=O	-3	-1	101	2	-5	99	-3	-3	104	8	-4
21	CCOC(=O)C(CCCOc1ccccc1C)C(=O)OCC	-11	5	101	-2	-2	100	2	-4	101	-21	-19
22	COc1ccccc1NC(=O)[C@H](COCc1ccccc1)NC(=O)OC(C)(C)C	-1	0	103	-1	-1	103	2	2	106	-4	28
23	CC(=O)N1c2ccc(Cl)cc2C2C=CCC2C1c1cccc2ccccc12 (configuration not stated)	-4	-4	94	-3	-4	97	-4	-12	96	-12	9
24	Cc1ccc(CC2CC(=O)N(Cc3ccco3)C2=O)cc1 (configuration not stated)	0	0	103	0	-3	109	0	0	108	-21	11
25	COC(=O)C(NS(=O)(=O)c1ccc(F)cc1)c1ccccc1 (configuration not stated)	-4	0	95	0	0	97	2	0	95	-8	7
26	CCOC(=O)C1=C(N)N2C(=O)C(C)SC2=C(C(=O)OC)C1c1cccc(OC)c1 (configuration not stated)	-12	-2	94	-6	-8	99	0	-9	98	-32	-1
27	CCOC(=O)N1CCN(CCC(=O)Nc2cc([N+](=O)[O-])ccc2OC)CC1	1	-4	103	-3	-5	103	2	-1	102	-43	-1
28	C/C=C(\C)CN1CCN(c2cccc(C)c2C)CC1	-2	0	91	-2	-4	97	-3	-6	87	5	-1
29	O=C(O)c1ccc(-c2nc(-c3ccc(Cl)cc3)cs2)cc1	-12	-2	97	-8	-3	104	-2	-8	101	11	-12
30	CCCS(=O)(=O)N1CCCC(C(=O)NCCCN2CCN(c3ccccc3F)CC2)C1 (configuration not stated)	-4	-2	93	-1	0	100	-1	4	91	-20	13
31	O=c1[nH]c2ccc(Cl)cc2c(-c2ccccc2)c1SC(=S)N1CCCCC1	13	4	108	5	-2	85	8	-6	94	-63	-53
32	O=C(Nc1nnc(CCOCCOCCc2nnc(NC(=O)c3ccco3)s2)s1)c1ccco1	2	-4	102	3	-5	103	-5	-4	100	-38	-3
33	CCOC(=O)c1c[nH][nH]c1=O	·	·	?	·	·	97	·	·	94	-2	16
34	COc1ccccc1C(=O)C1CCCN(C(=O)CCC(=O)c2ccccc2)C1 (configuration not stated)	-3	1	98	-5	0	104	0	-2	104	1	6
35	CCc1c(C)n([O-])c2c([n+]1=O)CCCCC2	-9	0	101	-4	-2	105	0	-7	101	-20	0
36	O=C(NNC(=S)NC1CCCCC1)c1cccs1	5	-7	97	-2	-6	79	-2	-33	94	-5	27
37	CCCOC(=O)c1ccc(OCC(O)Cn2c(C)nc3ccccc32)cc1 (configuration not stated)	0	0	108	1	0	116	0	0	112	1	40
38	O=C(c1ccccc1)c1ccc2nc(-c3ccc(NC(=O)c4ccccc4F)cc3)[nH]c2c1	-6	1	104	-3	-1	104	-1	-2	103	18	6
39	Cc1cc(N)c(NC2=CC(=O)CC(C)(C)C2)cc1C	-2	-1	102	-7	-2	100	-1	-1	103	-36	-3
40	CCCN(Cc1ccc(N(C)C)cc1)CC1CC1	-1	3	102	4	1	101	5	5	105	-64	31

Some values from the entries so far:
CCCN(Cc1ccc(N(C)C)cc1)CC1CC1 – Bcl-W Bim block: 5
Cc1cc(N)c(NC2=CC(=O)CC(C)(C)C2)cc1C – RGS4-Gao reg: 103

Further compounds:
No.	compound	Bfl-1 Bim block	Mcl-1 Bim block	RGS7-Gao reg	Bim-Bcl-2	Bcl-XL Bim block	RGS8-Gao	Bcl-W Bim block	Bim-Bcl-B	RGS4-Gao reg	Mcl1 Bid PPI	Mcl1 Noxa PPI
41	O=C(COC(=O)C1(c2ccccc2F)CCCC1)Nc1ncc(C(F)(F)F)cc1Cl	-2	4	99	-6	-1	93	-2	-6	95	-4	1
42	CC(=O)c1cccc(NC(=O)C2CCCN2S(=O)(=O)c2cccc3nsnc23)c1 (configuration not stated)	-10	1	96	-4	-2	101	3	-9	101	-13	7
43	COc1ccccc1NC(=O)c1ccc2nc(-c3ccccc3)c(-c3ccccc3)nc2c1	-1	1	100	0	-1	102	0	0	99	-1	13
44	CN(C)CCCN(C(=O)COc1ccccc1)c1nc2ccc(Cl)cc2s1	-4	0	102	0	-1	100	1	-3	104	9	5
45	COc1ccccc1OCc1nc(C#N)c(N2CCCC2)o1	0	2	13*	0	0	16*	0	3	22*	-72	15
46	O=C(COC(=O)CCCc1nc2ccccc2s1)Nc1ncc(Cl)cc1Cl	-8	-5	100	-8	-5	99	-2	-9	102	-24	28
47	CSc1ccc(/C=N/NC(=O)c2ccccc2Cl)cc1	-6	0	103	0	0	100	0	-2	101	-23	-1
48	C=CCn1c(-c2cccc3ccccc23)n[nH]c1=S	4	-5	98	0	-10	94	-6	-16	97	-51	15
49	CCCC1(CCC)NC(=O)NC1=O	4	0	101	0	-7	91	3	2	100	-28	-1
50	COc1ccc(/C=N/OCC(=O)N2CC3(C)CC2CC(C)(C)C3)cc1 (configuration not stated)	-11	-4	99	-14	-21	102	-2	-14	105	11	-1
51	C/C(=N\NC(=O)CNc1ccc(F)cc1)c1cc2ccccc2o1	-4	0	97	2	0	99	0	-5	99	-66	-11
52	COc1ccc(C(=O)C2CCCN(Cc3ccc(Sc4nncn4C)o3)C2)cc1F (configuration not stated)	1	-2	101	0	0	105	-2	-3	100	-27	14
53	O=c1c(-c2ccc(O)cc2)coc2cc(OC3OC(CO)C(O)C(O)C3O)cc(O)c12 (configuration not stated)	3	0	103	0	0	98	0	-3	106	-11	34
54	O=C(OCCCN=C1NS(=O)(=O)c2ccccc21)c1ccc(F)cc1	3	0	80	-1	0	70	1	1	81	1	16
55	Cc1cccc(CN2C(=O)CCSc3ccc(Cl)cc32)c1	0	0	103	0	-2	102	0	-1	102	-4	4
56	O=C(c1ccc(-c2ccccc2)cc1)c1ccc([N+](=O)[O-])cc1	·	·	?	·	·	100	·	·	99	-5	-2
57	Cc1ccc(C2(C)NC(=O)N(CC(=O)Nc3ccc(-c4nc5ccc(C)cc5s4)cc3)C2=O)cc1 (configuration not stated)	·	·	?	·	·	103	·	·	101	-46	-18
58	COC(=O)c1c(NC(=O)c2c(Cl)cnn2C)sc(C)c1C	-2	-2	90	-5	-4	93	-3	-3	89	-24	12
59	COc1ccc(C(=O)Nc2ccc(S(=O)(=O)N3CCCC3)cc2)cc1	-4	1	?	0	1	99	1	0	97	-1	20
60	Cc1c(C(=O)NC2CCCc3ccccc32)oc2ccc(S(=O)(=O)N3CCCC3)cc12 (configuration not stated)	0	0	98	1	-2	105	0	-1	101	-19	8
61	O=C(NC1CCCC1)C(c1ccc(N2CCOCC2)cc1)N(C(=O)c1ccco1)c1ccccc1F (configuration not stated)	-2	4	95	-4	-2	99	0	-3	100	-29	8
62	CCC(=O)Oc1ccc(C(=O)Nc2ccccc2C(=O)NCC(C)C)cc1	-7	-2	?	-3	-5	101	-5	-5	106	-7	9
63	COc1ccc(/C=C2\CCc3ccccc3C2=O)cc1OC	-2	-2	104	-2	0	99	-1	-2	103	-2	20
64	Cc1ccc2[nH]c(=O)c(CN(CC3CCCO3)C(=O)c3ccncc3)cc2c1 (configuration not stated)	-13	2	98	-6	-4	100	-1	-5	99	8	19
65	O=C(COC(=O)c1cc(S(=O)(=O)N2CCOCC2)ccc1O)NCCc1ccccc1	-15	-3	103	-10	-14	103	-1	-7	104	15	35
66	CCCC(C)C(=O)Nc1cc([N+](=O)[O-])ccc1Cl (configuration not stated)	-7	0	100	-2	-4	100	0	-4	103	-5	-3
67	CC(=O)N1CCC(O)(c2cccc(C(F)(F)F)c2)CC1	-1	-3	97	-2	0	99	0	-4	94	-3	6
68	Cc1ccc(NC(=O)NC2CCCCC2)cc1Cl	-10	-2	99	-7	-2	100	-2	-9	94	-5	4
69	CC(=NC1CCCC1)c1c(C)[nH]n(-c2nc3ccccc3s2)c1=O	-13	-4	102	-8	-9	108	0	-9	101	-3	11
70	Nc1cc(=O)n(Cc2ccccc2)c(=O)n1-c1ccc(Cl)cc1	·	·	?	·	·	103	·	·	112	-8	23

Assay outcomes as filed in PubChem.
